aSyn tox rescue – qHTS of alpha-syn Inhibitors: NCGC Sytravon Library Screen; hit rate 0.02% among 94,000; Potency, µM (top dose mostly 46.1 µM), without a hit: top-dose growth rescue (activation), actives largely listed as activators; AID 1347070, 2019; S. cerevisiae alpha-synuclein toxicity rescue, BacTiter-Glo growth, 24 h; active means well fitted activation curve with a large enough effect; inconclusive means small, poorly fitted or top-dose-only effect; further: 0% is about no effect
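Growth restoration measured by BacTiter-Glo luminescence after 24 hr at 30 deg C; alpha-synuclein yeast, raffinose-pregrown to mid-log, were added at OD600=0.02 in galactose medium onto pinned compounds.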
Numbers without * were called inactive; ? = inconclusive; & = joins results of further samples; [ ] = another dose, or the depositor's remark. Potency means the concentration at half of the fitted maximal effect.

| structure | aSyn tox rescue |
| --- | --- |
| COC(=O)c1ccn(-c2nc(-c3ccc(Cl)cc3)cc(C(F)(F)F)n2)n1 | 1.2% |
| COc1ccc(C(=O)Nc2ccc(-c3nnc4n3CCCCC4)cc2)cc1 | -8.2% |
| CC(C)(C)c1ccc(C(=O)Nc2ccc3nc(SCC(=O)N4CCCC4)sc3c2)cc1 | -3.9% |
| CCCCNC(=O)CNC(=S)N(Cc1cc(OC)c(OC)c(OC)c1)C1CCCC1 | 9.4% |
| CC(Nc1oc(-c2ccc(COc3ccccc3)o2)nc1C#N)c1ccccc1 (stereo not given) | -3.1% |
| COc1cccc(C(=O)NNC(=O)C(=O)Nc2ccc(C)c(Cl)c2)c1 | -2.3% |
| OCC(CO)(CO)NC(=S)Nc1cc(Cl)cc(Cl)c1 | 4.4% |
| CC(=O)c1sc(NC(=O)COc2ccc(Cl)cc2C)nc1C | -1.7% |
| CCCCc1ccc(NC(=O)c2ccc3c(c2)CCN3S(=O)(=O)c2ccccc2)cc1 | 9.0% |
| Cc1cc(OCC(=O)Nc2nccs2)c2c(C)c(C)c(=O)oc2c1 | -7.6% |
| O=C(Nc1cccc2ccccc12)N1CCN(c2ncccn2)CC1 | 5.4% |
| CCOC(=O)c1cc(C#N)c(N2CCOCC2)nc1-c1ccccc1 | -0.4% |
| COc1cccc(CN2CCc3nc(N4CCN(C)CC4)ncc3C2)c1 | 8.2% |
| Cc1ccccc1NC(=O)Cn1cc(C(=O)c2cccs2)c2ccccc21 | -3.5% |
| CCOc1ccccc1NC(=O)Cn1c(=O)n(Cc2ccccc2)c(=O)c2c(C)c(C(=O)N(C)C)sc21 | -2.2% |
| Cc1ccc(/C=N\NC(=O)C2CN(S(=O)(=O)c3ccccc3)CCN2S(=O)(=O)c2ccccc2)cc1 (stereo not given) | 9.7% |
| N#CCc1ccc(NC(=O)c2ccc(S(=O)(=O)N3CCCC3)cc2)cc1 | -1.2% |
| CCCn1c(=S)[nH]c2cc(C(=O)N3CCN(C)CC3)ccc2c1=O | 6.5% |
| CCc1nn(CC(=O)NC2CC2)c(=O)c2cc3c(OC)cccc3n12 | -11.8% |
| CN(C)/C=C1\NC(=S)N(c2ccc(Cl)cc2)C1=O | 0.3% |
| CCOC(=O)c1c(NC(=O)/C=C/c2ccc(OCC)cc2)sc(C(C)=O)c1C | 5.7% |
| CCC(C)NS(=O)(=O)c1ccc(NC(=O)C2CCCO2)cc1 (stereo not given) | -1.6% |
| Cc1cc(F)ccc1NC(=O)CCS(=O)(=O)c1cc2c3c(c1)CCN3C(=O)CC2 | 0.1% |
| COc1ccc(-c2csc(CCn3nc(C)cc3C)n2)cc1 | -6.4% |
| COc1ccc(S(=O)(=O)NC2CC(=O)N(c3ccc4c(c3)OCCO4)C2)cc1 (stereo not given) | -1.7% |
| COc1ccc(NC(=O)CN2CCCN(Cc3ccccc3)S2(=O)=O)cc1 | -2.9% |
| CN1C(=S)SC(C)(C)C1N(O)C(=O)Nc1ccc(Cl)cc1 (stereo not given) | -6.8% |
| O=C(Nc1ccc(F)cc1F)c1c(C(F)(F)F)ccnc1Oc1ccccc1 | 4.5% |
| COc1cc(NC(=O)COc2ccc([N+](=O)[O-])cc2)ccc1NC(=O)c1ccco1 | -8.3% |
| CN(C)C(=S)NC1CCS(=O)(=O)C1 (stereo not given) | 4.1% |
| CCCCCNc1nc2c(-c3ccccc3)nnn2c2ccccc12 | 5.3% |
| COc1ccc(N/C(N)=N/c2nc(C)cc(C)n2)cc1 | 1.6% |
| COc1ccc(CCNC(=O)CCCn2c(=O)c3ccccc3n(Cc3ccc(C)cc3)c2=O)cc1OC | 6.1% |
| CC(C)CCNC(=O)COC(=O)c1cc(Br)c(Br)s1 | -8.0% |
| CCOCCCNC(=O)Cn1ncc2c(=O)oc3ccccc3c21 | -5.5% |
| OC1=C(O)c2nc3cc(C(F)(F)F)ccc3nc21 | -7.4% |
| O=C(c1cccc(C(F)(F)F)c1)C1CCCN(Cc2cccn2-c2ccccn2)C1 (stereo not given) | 2.8% |
| COc1ccc(OCC(=O)Nc2cc(S(=O)(=O)N3CCCC3)ccc2OCC(F)(F)F)cc1 | 0.0% |
| CN(C)S(=O)(=O)c1ccc(NC(=O)c2ccc3ncsc3c2)cc1 | -42.3%[inhibitor] |
| COc1cc(C(=O)N2CCN(c3ccc(Nc4ccc(C)cc4)nn3)CC2)cc(OC)c1OC | 1.4% |
| Cc1ccc(CNC(=O)CCc2cn(C)c3ccccc23)cc1 | -6.2%&3.6% |
| COc1ccc(S(=O)(=O)N2CCCCCC2)cc1NC(=O)Cc1n[nH]c(=O)c2ccccc12 | 4.0% |
| Cn1c(SCC(=O)NC2CCCC2)nnc1-c1ccco1 | -4.0% |
| C=CCn1c(SCC(=O)N(CCC)C2CCS(=O)(=O)C2)nnc1-c1ccccc1OC (stereo not given) | -2.4% |
| Cn1nnnc1SCCCNCc1cccc(OCc2ccc(Cl)cc2)c1 | 8.1% |
| CCOC(=O)N1CCc2c(sc(NCc3cccc(F)c3)c2C(=O)Nc2ccc(OCC)cc2)C1 | 3.9% |
| O=S(=O)(Nc1ncccn1)c1ccc(NC(=S)NCc2ccco2)cc1 | 0.4% |
| Cn1nnnc1SCCCNCc1ccc(-c2ccc(Br)cc2)o1 | 2.0% |
| COc1cc2ccc(C(C)=NNC(N)=S)cc2cc1OC | -7.1% |
| O=C(CSc1nnc(-c2ccccn2)o1)Nc1cccc(Cl)c1 | 0.7% |
| CC(=O)N1CCc2c(sc(NC(=O)CCS(=O)(=O)c3ccc(C)cc3)c2C(N)=O)C1 | 1.7% |
| Cc1cc(C)c(NC(=S)NCC2CCN(C(C)c3ccccc3)C2)c(C)c1 (stereo not given) | -0.6% |
| CCn1c(SCC(=O)NNC(=O)c2ccc(OC)cc2)nnc1C1CC1 | -45.7%[inhibitor] |
| Cc1ccc(Cl)cc1NC(=O)Cn1c(=O)n(Cc2ccccc2)c(=O)c2oc3ccccc3c21 | -0.6% |
| CCn1ccnc1CNC(=O)c1cc(COc2ccc(F)cc2F)on1 | -2.2% |
| COc1cc(NC(=O)c2oc3c(c2C)-c2nn(Cc4cccc(Cl)c4)cc2CC3)cc(OC)c1 | 9.5% |
| COc1cccc(N2CCN(c3ncnc4c3nc3n4CCCCC3)CC2)c1 | 5.7% |
| Cc1cc(=O)[nH]c2nnc(SCc3ccc(Cl)cc3Cl)n12 | -3.9% |
| CCN(CC)c1ccc(NC(=O)CCS(=O)(=O)c2ccc3c(c2)oc(=O)n3C)c(C)c1 | 1.4% |
| COc1cccc(N2CCN(C(=O)Cn3ncc4c5ccccc5n(C)c4c3=O)CC2)c1 | 5.5% |

(further entries)
| structure | aSyn tox rescue |
| --- | --- |
| CCOC(=O)c1cc2c(=O)n3ccccc3nc2n(CCCOC)c1=NC(=O)c1ccncc1 | -9.0% |
| O=C1NC(=O)/C(=C\c2ccc(Br)o2)S1 | 1.9% |
| CCCCn1c(CNC(=O)c2ccc(OC)cc2)nnc1SCC(=O)Nc1ccc(OC)cc1 | 4.3% |
| CC1(c2ccc(F)cc2)OC(=O)c2c1ccc1ccccc21 (stereo not given) | -7.0% |
| CSc1ncc(C(=O)NCc2ccccc2)c(-c2ccccc2)n1 | -9.9% |
| CCOC(=O)C(C)/C(C)=N/NC(=O)CCC(=O)Nc1cc(C)ccc1C (stereo not given) | 3.0% |
| N#CCC(=O)Nc1ccc(C(=O)OCC(=O)Nc2cccc3ccccc23)cc1 | -0.7% |
| CCCCN(CCCNC(=O)c1cc(Nc2ccc(OC)c(OC)c2)nc2ccccc12)Cc1ccccc1 | 6.2% |
| CCc1ccc(-n2nc(C)c3c(C)cc(=O)n(CC(=O)N4CCCc5ccccc54)c32)cc1 | -4.6% |
| Cc1ccc(Cn2c(=O)n(Cc3ccco3)c(=O)c3oc4ccccc4c32)cc1 | -11.0% |
| O=C(COC(=O)[C@@H]1CCCN1S(=O)(=O)c1ccc(Cl)cc1)NC1CCS(=O)(=O)C1 (stereo not given in full) | 4.3% |
| Cc1ccc(S(=O)(=O)c2nc(S(=O)(=O)c3ccccc3)sc2NCCCOC(C)C)cc1 | -0.4% |
| CCCc1cc2c(cc1NC(=O)c1ccccc1F)OCO2 | 7.1% |
| CC(=O)Nc1ccc2cnn(C(C)=O)c2c1 | -10.0% |
| NNc1ccc(S(=O)(=O)N2CCCCC2)cn1 | -2.8% |
| O=C(COC(=O)Cc1ccc(Br)cc1)NCc1ccc2c(c1)OCO2 | 9.9% |
| CCc1ccc(-n2nc(C)c3c(C(=O)Nc4ccc(Cl)cc4)cc(C)nc32)cc1 | 5.9% |
| CCc1ccc(S(=O)(=O)Nc2ccncc2)cc1 | -2.1% |
| Cc1onc(-c2c(Cl)cccc2Cl)c1C(=O)N1CCSCC1 | 5.3% |
| O=C(c1ccco1)N1N=C(c2ccccc2O)CC1c1cccs1 (stereo not given) | 1.2% |
| Cc1ccc(C(=O)C[n+]2ccccc2)cc1 | 8.3% |
| CN(C)CCOC1c2ccccc2C=Cc2ccccc21 | 13.0% |
| CCOc1cc(C(=O)Nc2ccc(-c3nc4ccccc4s3)cc2Cl)cc(OCC)c1OCC | -16.9% |
| NS(=O)(=O)c1ccc(NC(=O)COC(=O)c2cn(-c3ccccc3)nc2-c2ccccc2)cc1 | -1.4% |
| COc1cccc(NC(=O)Cn2c(=O)n(Cc3ccc4c(c3)OCO4)c(=O)c3oc4ccccc4c32)c1 | 5.5% |
| CCCOc1cccc(C(=O)Nc2ccc(-c3cc4ccccc4oc3=O)c(C)c2)c1 | -3.4% |
| Cc1ccc(C)c(Cn2nnc3c(=O)[nH]c(C4CCN(S(=O)(=O)c5ccc(S(=O)(=O)N(C)C)cc5)CC4)nc32)c1 | -6.8% |
| Cc1ccc(OC(C)C(=O)N2CCN(CCc3ccccn3)CC2)cc1C (stereo not given) | -0.3% |
| CC1CCN(C(=O)Cn2c(=O)n(-c3ccc(Cl)cc3)c(=O)c3c4c(sc32)CCC4)CC1 | -2.5% |
| COc1ccc(/C=C/C(=O)N2CCN(c3ccccc3)CC2)cc1S(=O)(=O)N1CCOCC1 | 3.3% |
| Cc1ccc(/C=C/c2onc(C)c2S(=O)(=O)N2CCC(C(=O)Nc3ccccc3C(F)(F)F)CC2)cc1 | 6.7% |
| COc1ccc(NC(=O)NCCCN2CCN(c3ccccc3F)CC2)cc1 | 8.9% |
| CCCCOc1ccc(C2=NC(c3ccccc3)=Nc3ccc(OC)cc3N2)cc1 | -28.5% |
| Cc1noc(C)c1C(=O)OCC(=O)N(C)C1CCS(=O)(=O)C1 (stereo not given) | 0.4% |
| CN(C)c1ccc(NC(=O)Cn2nnc3sc4c(c3c2=O)CCC(C(C)(C)C)C4)cc1 (stereo not given) | 10.1% |
| CSc1nc2nc(-c3cccc(C(F)(F)F)c3)ccn2n1 | -2.6% |
| CC(C)CNS(=O)(=O)c1ccc(N2CCCCS2(=O)=O)cc1 | -4.9% |
| COc1ccc(NC(=O)c2c(NCc3ccc(C)o3)sc3c2CCC(C)C3)c(OC)c1 (stereo not given) | ? |
| Cc1ccccc1-c1nc(CN2CCC(C(=O)N3CCC(C(N)=O)CC3)CC2)c(C)o1 | -0.3% |
| COc1ccc(CCNC(=O)c2ccc3c(c2)nc(C)n3-c2ccc(Br)cc2)cc1OC | -1.7% |
| C=CCn1cc(Cl)cc(C(=O)Nc2ccccc2)c1=O | -4.1% |
| CCCCn1c(N)c(N(CCOC)C(=O)COC(=O)COc2c(C)cc(C)cc2C)c(=O)[nH]c1=O | 1.1% |
| Cc1cc2ncn(/N=C/c3ccc4c(c3)OCO4)c2cc1C | -13.5% |
| CN1CCc2nc3sc(C(=O)Nc4ccccc4OC(F)(F)F)c(N)c3cc2C1 | -3.9% |
| CN(CC(=O)Nc1ccc(F)cc1F)S(=O)(=O)c1cccc2nsnc12 | 5.9% |
| COc1ccc(NS(=O)(=O)c2ccc3c(c2)OCCO3)cc1OC | 1.5% |
| CCOc1ccc(NC(=O)CN(C)C(=O)CC2OC(=O)c3ccccc32)cc1OCC (stereo not given) | 3.4% |
| CC1CCCN(C(=O)COC(=O)C2CCN(S(=O)(=O)c3ccc(Cl)c(C(F)(F)F)c3)CC2)C1 (stereo not given) | 17.7% |
| CC(=O)Nc1ccc(NC(=O)COc2ccc(S(=O)(=O)N3CCCC3)cc2)cc1 | 2.1% |
| O=S1(=O)CCN(C2CCCCCCC2)CC1 | -4.0% |
| COc1ccc(Cl)cc1NC(=O)CCCS(=O)(=O)c1nc(-c2ccc(OC)c(OC)c2)cc(C(F)(F)F)n1 | -4.1% |
| CC12CC3CC(C)(C1)CC(C(=O)NCc1ccco1)(C3)C2 | 16.8% |
| CC1CCN(C(=O)CCNC(=O)c2ccccc2)CC1 | 9.7% |
| COC(=O)c1cc2oc(C)cc2n1CC(=O)Nc1ccc(C(C)C)cc1 | -8.4% |
| CCCCN(CC)CCCNC(=O)c1cn(CC(C)C)c(=O)c2c1c1ccccc1n2C | 3.4% |
| CCCn1cc(SCC(N)=O)c2ccccc21 | -1.1% |
| CCOC(=O)c1cc(-c2ccccc2)n(CCC(=O)Nc2ccccc2CC)c1C | -12.8% |
| COc1ccccc1N1CCN(S(=O)(=O)c2c(C)sc3ncn(CC(=O)Nc4ccc(C(C)C)cc4)c(=O)c23)CC1 | 3.9% |

Not all compounds are listed (hit frequency here may not be typical).
